Salmonella PhoP GFP = inhibitors of PhoP regulon expression, primary screen, Salmonella Typhimurium, GFP reporter (AID 1863); S. Typhimurium PhoP-regulated promoter GFP reporter, 4 h; higher % means a stronger effect; inhibition, % at 50 µM; hits with a dose series show IC50 in µM; actives 0.16% (n = 300,000);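 active = inhibition over 29.93%, a cutoff 3 SD above the screen mean, later confirmed by dose response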;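 also: 0% = low Mg2+ inducing control and 100% = high Mg2+ repressing control; strong numbers were not always called active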
Dynein cargo inh = inhibitors of GR-EGFP nuclear translocation, primary screen, dynein cargo transport inhibitor project, imaging, high-content, 3617.4 mouse cells. test concentration mostly 20 µM; stimulated with dexamethasone, 1 µM; active compounds read low. actives 0.47% (n = 220,000). z-score, hits read low. AID 1381, 2008;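 active = plate z-score of nuclear minus cytoplasmic receptor signal below a set negative limit, without overly bright fluorescence or cell loss, cut at about -3.5 in these data, passing the limit was not always enough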;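 also: z-score of nuclear minus cytoplasmic ring GR-EGFP intensity difference per well; some compounds called inactive have numbers as strong as hits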
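Buffer or medium: Induction medium lacking tetracycline, stripped serum | Also added: Dexamethasone agonist, 1.0 µM final, for 30 min | Timing: 48 h induction, 1 h compound, 30 min dex at 37 °C | Detection: Formaldehyde fixation, Hoechst nuclear stain, 10x automated fluorescence imaging | Measure: Nuclear versus cytoplasmic GR-EGFP signal, averaged per well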
Insulin prom up = insulin promoter activators in MIN6 cells, imaging, high-content screening, mouse beta cells. MIN6 insulin promoter-GFP reporter; active compounds read high. z-score at 5 µM. actives 0.3% (n = 190,000). AID 1625, 2009;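 active = z-score above 3 at 5 µM with at least 500 cells counted in the well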
Lipid droplet = inhibitors of hepatocyte lipid droplet formation, primary screen, imaging, high-throughput imaging, BODIPY stain. AML12 mouse hepatocytes, oleate lipid droplets. inhibition, % at 6.5 µM. actives 0.4% (n = 240,000);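 active = lipid droplet intensity inhibited by at least 50%, with more than 500 cells counted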
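Material: mouse AML12 hepatocyte cell line, fixed after treatment; Timing: compound with oleate, overnight; Technique: high-content imaging of BODIPY-stained droplets and DAPI nuclei; Probe or stimulus: oleate, 100 µM final; Dosing: compound at 6.5 µM only.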
T cell HTS = modulators of CD8 T cell-vesicle binding, primary screen, mouse 2C CD8+ T cells, flow cytometry. 2C CD8+ T cell-vesicle binding; active compounds read low. calls only at 7 µM. actives 0.068% (n = 330,000);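 active = response, share of CD8 T cells binding vesicles, and their 90th percentile fluorescence all below set limits, cut at about 80% in these data, passing the limit was not always enough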
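Incubation: binding step 1.5 h, 37 °C, antibody labelling 20 min, ice; system: murine 2C transgenic CD8+ T lymphocytes; technique: cytometric PE anti-B7-1 and Alexa647 anti-CD8 signals after 1% paraformaldehyde fixation; also added: QL9-charged Drosophila Ld/ICAM-1/B7-1 vesicles; control set: naked versus QL9-loaded vesicles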
ER stress rescue = rescue of cells from ER stress-induced death, primary screen, 384-well, CSM14.1, thapsigargin, ATP luminescence (AID 1222); CSM14.1 thapsigargin-induced death rescue, ATP luminescence; higher % means a stronger effect; cellular ATP content (survival), % at 20 µM, or EC50 in µM where a hit was titrated; 190,000 tested, under 10 active;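 active = EC50 below 50 µM in the dose-response confirmation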;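 also: death triggered by thapsigargin at about 15 µM added after 2 h compound pretreatment; cell ATP read after overnight thapsigargin exposure of roughly 18 to 22 hours; normalized against plate controls of thapsigargin alone and 5% DMSO vehicle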
MT stabilizer = microtubule stabilizers in HeLa cells, primary screen, imaging, high-content imaging | HeLa tubulin immunostaining HCS, 24 h; share of cells brighter than vehicle mean+2SD | actives 0.83% (n = 200,000) | % tubulin-high responders, % at 10 µM;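 active = plate Z-score above 3 for both tubulin-high and condensed-nucleus cell shares, with cell loss under 80%, at 10 µM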;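 also: anti alpha tubulin signal scored within the nucleus-defined area of each cell; some results filed as inactive read as strong as hits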
b-catenin transl = modulators of beta-catenin nuclear translocation, primary screen, imaging, HeLa cells, immunofluorescence, high-content | nuclear translocation activity, % at 5 µM | AID 1665, 2009 | actives 0.3% (n = 190,000);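 active = nuclear translocation activity above 50% at 5 µM, with a well cell count of 50 or more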;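 also: per-cell ratio of nuclear to cytoplasmic median beta-catenin stain intensity; plate controls were DMSO negative control for no effect and GSK-3 inhibitor IX positive control for full effect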
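System: Human HeLa cells, endogenous beta-catenin | Compound dosing: 5 µM primary, 0.02–20 µM confirmation | Timing: 24 h compound exposure at 37°C, 5% CO2 | Measured by: Fluorescence imaging of beta-catenin antibody stain plus DAPI | Read-out basis: % activation of per-cell nuclear versus cytoplasmic median beta-catenin signal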
Autophagy HCS = autophagy modulators in MEF cells, primary screen, imaging, high-content, MEF GFP-LC3. actives 0.98% (n = 190,000). calls only at 10 µM (by protocol). AID 463193, 2010. MEF GFP-LC3 puncta imaging; test concentration mostly 10 µM;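 active = percentage of spot-positive cells more than 3 SD above its plate mean, without a fluorescence outlier flag or 80% toxicity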;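 also: spot-positive cell cutoff set from DMSO-treated cells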
Dynein cargo inh cytoplasmic EGFP = recorded beside Dynein cargo inh, whose call it bears; z-score; measured here: cytoplasmic GR-EGFP intensity; active compounds read high
Dynein cargo inh nuclear GR-EGFP = recorded beside Dynein cargo inh, whose call it bears; z-score; measured here: nuclear GR-EGFP intensity;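 lower value marks the stronger effect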
Dynein cargo inh cell count = further read-out of Dynein cargo inh, marked with its call; z-score; measured here: cell count per field
Insulin prom up cell count = recorded beside Insulin prom up, whose call it bears; cell count; measured here: cytotoxicity, nuclei count;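 total cells summed across four imaged fields per well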
Lipid droplet cells 6.5 µM = second read-out of Lipid droplet, no call of its own (marks repeat the call); cell count; measured here: cell count, cytotoxicity flag;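 cells counted across two imaged fields per well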
b-catenin transl cell count 5 µM = recorded beside b-catenin transl, whose call it bears; cell count; measured here: cell count, cytotoxicity flag
T cell HTS vesicle-bound % = second read-out of T cell HTS, no call of its own (marks repeat the call); double positive events, %; measured here: CD8+ vesicle-bound cell fraction;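 binding gate set so that unloaded-vesicle control wells show 10% double positive cells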
MT stabilizer Hoechst-high % = recorded beside MT stabilizer, whose call it bears; % Hoechst-high responders; measured here: nuclear condensation Hoechst responders;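 share of cells brighter than vehicle mean plus two SD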
MT stabilizer cytotoxicity % = also measured in MT stabilizer; calls as there; toxicity, %; measured here: cytotoxicity by cell density;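 0% = mean cell density of plate MIN control wells and 100% = no cells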
Autophagy HCS cell loss 18 h = further read-out of Autophagy HCS, marked with its call; toxicity, %; measured here: cell loss, nuclei count;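 cell loss after 18 h compound exposure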
Starred values were filed as active, the others as inactive; i = inactive; . = no result given; + = active, no number.

SMILES	Salmonella PhoP GFP	Dynein cargo inh	Dynein cargo inh cytoplasmic EGFP	Dynein cargo inh nuclear GR-EGFP	Dynein cargo inh cell count	Insulin prom up	Insulin prom up cell count	Lipid droplet	Lipid droplet cells 6.5 µM	T cell HTS	T cell HTS vesicle-bound %	ER stress rescue	MT stabilizer	MT stabilizer Hoechst-high %	MT stabilizer cytotoxicity %	b-catenin transl	b-catenin transl cell count 5 µM	Autophagy HCS	Autophagy HCS cell loss 18 h
Cc1ccc2nc(C3CCCN(C(=O)NCc4ccccc4)C3)[nH]c2c1 (stereo unspecified)	-19%	-0.68	-0.2	-0.28	0.28	-0.64	1255	.	.	i	44	-3.1%	1.5	1.2	7.6	-0.2	1119	i	-9
CC/S(C)=N/S(=O)(=O)c1ccc(C)cc1 (stereo unspecified)	10%	1	-0.14	0.3	-1.4	0.49	1282	-4	731	i	40	-0.9%	3.4	2.4	0.0	-0.3	489	i	-8
CCNC(=S)N1CCN(c2ncccn2)CC1	16%	-0.2	-0.18	-0.31	0.64	0.37	1148	-16	612	i	7	-8.5%	5.0	2.4	7.6	2.7	503	i	4
CC(=O)c1ccc(NC(=O)CSc2nnc(Cn3cnc4ccccc43)o2)cc1	-1%	-0.5	-0.082	-0.53	0.46	.	.	-12	702	i	37	0.1%	2.4	3.0	4.6	-0.9	982	i	8
Cc1ccccc1OCc1nc2ccccc2c(=O)n1/N=C/c1ccco1	2%	-1.8	0.25	-1.2	0.64	-0.16	908	-12	741	i	27	0.9%	2.9	1.4	1.3	0.0	1139	i	2
CCN(CC)CCNC(=O)C(C(=O)c1ccccc1)n1ccccc1=O (stereo unspecified)	-3%	-0.046	-0.27	0.31	-0.24	.	.	.	.	i	44	-0.2%	6.6	2.7	5.3	-1.9	903	i	5
O=C1CCCC/C1=C\Nc1ccc(Cl)cn1	3%	0.51	-0.23	0.17	-0.27	-0.02	1110	-2	613	i	10	.	2.1	1.4	2.8	.	.	i	-11
COc1cc(OC)cc(C(=O)Nc2ccc(-c3nc4ccccc4o3)cc2)c1	19%	0.72	-0.32	0.16	-0.34	-1.6	1324	.	.	i	55	3.4%	26	3.7	4.6	-0.8	926	+	-48*
Fc1ccc(NC(=S)NC2CCCCC2)c(F)c1F	-3%	0.36	-0.25	0.034	-0.5	0.25	1094	-6	673	i	35	6.7%	3.0	1.7	2.7	-0.7	973	i	-15
COc1cc(CN2CCNC(=O)C2CC(=O)N(C)Cc2cccnc2)cc(OC)c1 (stereo unspecified)	-9%	-1.1	-0.075	-0.33	1.2	.	.	0	740	i	47	-0.8%	2.2	2.0	8.3	-0.6	1542	i	3
CCN(CC)CCNC(=O)c1ccc(NC(=O)Cc2ccccc2F)cc1	-3%	-0.74	-0.2	-0.65	0.4	0.89	1318	10	693	i	40	-0.2%	5.9	2.6	10	-3.0	1056	i	5
CNCC(=O)Nc1c(C)n[nH]c1C	0%	-0.7	0.26	-0.1	1.1	-0.62	1483	27	707	i	19	1.2%	2.7	2.4	7.6	4.5	1079	i	8
O=C(N/N=C\c1ccco1)Nc1cccc(Cl)c1	7%	0.13	-0.25	0.33	0.22	0.48	1478	7	568	i	29	-1.5%	2.2	2.1	4.7	-0.7	988	i	3
S=C(c1ccc(-c2cccc(Cl)c2)o1)N1CCCCC1	6%	-1.2	-0.37	-0.58	2.4	-0.08	1275	37	716	i	29	-0.9%	1.6	2.3	2.3	0.1	1138	i	5
O=c1cc(CNc2ccc(Br)cc2)nc2sccn12	-5%	0.88	-0.17	1.1	-1.8	-0.08	1330	8	547	i	46	1.5%	2.6	1.6	2.6	0.8	925	i	-1
CCn1cc(Cl)c(C(=O)Nc2cccc(C(F)(F)F)c2)n1	2%	-0.05	-0.2	-0.39	0.78	0.32	1153	7	720	i	60	-0.2%	2.5	1.5	5.1	3.2	1068	i	3
O=C(NCc1ccc(F)cc1)c1cnn2ccccc12	0%	0.43	-0.17	0.36	0.3	-0.71	866	.	.	i	36	-1.2%	2.5	3.3	3.3	.	.	i	12
COc1ccc(-c2cn(-c3ccc(C)cc3C)c(=O)[nH]2)cc1OC	5%	0.61	-0.029	0.27	-1.2	0.35	1270	7	698	i	32	.	2.2	0.6	4.5	-0.3	1100	i	18
CC(C)CC[n+]1ccn(C2=C([O-])c3ccccc3C(=O)/C2=N\S(=O)(=O)c2ccccc2)c1	8%	0.2	-0.19	-0.53	-0.02	2.3	1541	.	.	i	32	-2.4%	3.0	2.0	7.3	-0.6	1297	i	12
C/C(=N\c1nc2ccccc2n1C)c1cc(Cl)ccc1O	11%	0.04	-0.2	-0.033	0.33	0.09	1616	.	.	i	59	0.3%	1.8	1.8	7.2	0.6	1247	i	-8
N#C/C(=C\c1ccc(N2CCCCC2)c([N+](=O)[O-])c1)c1nn(-c2ccccc2)c(N)c1C#N	-6%	0.34	-0.21	0.49	-0.77	-0.69	1236	30	706	i	43	1.3%	3.0	2.6	7.7	-1.3	1100	i	-12
COc1ccccc1NC(=O)CN(C)S(=O)(=O)c1cc(C)ccc1OC	3%	-1.4	-0.061	-0.59	1.3	-0.31	866	-6	730	i	43	-1.0%	1.2	1.6	16	.	.	i	-8
C(=N\C(/N=C/c1ccco1)c1ccco1)/c1ccco1	4%	-0.65	-0.21	-0.12	0.67	-0.11	1059	.	.	i	57	-0.7%	3.7	2.4	6.4	-1.2	1188	i	-1
CC(=O)c1ccc(NC(=S)NC(C)CCc2ccccc2)cc1 (stereo unspecified)	-6%	-1.1	-0.31	-0.46	1.1	-1.4	1457	-24	622	i	11	-1.9%	1.7	1.3	5.6	-2.5	1026	i	3
CCc1ccccc1NC(=S)N(CCCN1CCOCC1)Cc1cccs1	-12%	-0.58	-0.17	-0.56	0.73	0.07	1250	-5	514	i	50	0.7%	2.0	2.3	5.6	-0.3	478	i	5
COC(=O)c1cn(NC(=O)c2cc(OC)c(OC)c(OC)c2)c(=O)c2ccccc12	-4%	-1.4	-0.24	-0.58	0.38	0.11	1550	.	.	i	42	-1.4%	2.2	1.6	3.8	1.0	1235	i	1
COc1c(/C=N/Nc2ccc(C(=O)O)cc2)c(CCN(C)C(C)=O)cc2c1OCO2	-7%	0.41	-0.18	0.75	-0.8	0.02	1027	2	697	i	23	.	.	.	.	-0.6	1285	.	.
O=C(O)c1cccc(Cn2c(Cl)c(/C=N/NC(=O)c3ccccc3Cl)sc2=O)c1	3%	-1.2	-0.2	-0.087	2	0.48	1329	.	.	i	12	-2.7%	3.1	1.7	4.8	-1.3	1351	i	22
Fc1ccccc1NC(=S)Nc1ccc(CN2CCOCC2)cc1	-10%	-0.8	-0.28	-0.28	0.69	1.1	1273	6	749	i	48	-9.4%	2.9	2.0	4.4	1.7	1104	i	-2
CCOc1ccccc1NC(=O)CCS(=O)(=O)c1ccc(OC)cc1	-4%	0.5	-0.17	0.18	-0.11	0.11	1234	-10	718	i	46	-2.0%	2.7	1.7	5.2	-0.1	1103	i	-1

Overlap with the part before: two entries; new compounds follow.
SMILES	Salmonella PhoP GFP	Dynein cargo inh	Dynein cargo inh cytoplasmic EGFP	Dynein cargo inh nuclear GR-EGFP	Dynein cargo inh cell count	Insulin prom up	Insulin prom up cell count	Lipid droplet	Lipid droplet cells 6.5 µM	T cell HTS	T cell HTS vesicle-bound %	ER stress rescue	MT stabilizer	MT stabilizer Hoechst-high %	MT stabilizer cytotoxicity %	b-catenin transl	b-catenin transl cell count 5 µM	Autophagy HCS	Autophagy HCS cell loss 18 h
Fc1ccccc1NC(=S)Nc1ccc(CN2CCOCC2)cc1	-10%	-0.8	-0.28	-0.28	0.69	1.1	1273	6	749	i	48	-9.4%	2.9	2.0	4.4	1.7	1104	i	-2
CCOc1ccccc1NC(=O)CCS(=O)(=O)c1ccc(OC)cc1	-4%	0.5	-0.17	0.18	-0.11	0.11	1234	-10	718	i	46	-2.0%	2.7	1.7	5.2	-0.1	1103	i	-1
COc1ccccc1OCCNc1cc(N2CCCCC2)ccc1[N+](=O)[O-]	6%	-0.66	-0.31	-0.5	0.83	-0.41	1254	-14	635	i	50	-0.9%	0.7	4.5	4.6	-3.2	1148	i	0
CCCCn1c(=O)c(C(=O)c2ccccc2)nc2ccccc21	4%	-0.66	-0.18	-0.94	0.58	-0.2	1261	.	.	i	19	-2.6%	3.1	1.6	3.6	-2.4	1399	i	-3
CN(c1ccccc1)S(=O)(=O)c1ccc(NC(=O)c2ccc(-c3ccccc3)cc2)cc1	7%	0.16	-0.2	-0.18	0.19	-2.3	1398	.	.	i	14	-3.1%	1.9	1.2	6.8	1.2	1287	i	9
NS(=O)(=O)c1ccc(CNC(=O)c2csc3c2CCCC3)cc1	5%	-0.12	-0.28	-0.063	0.46	-0.35	1488	-7	656	i	56	-0.8%	1.7	2.2	5.6	-6.6	1137	i	28

High-throughput results (PubChem BioAssay)

Random draw from the library; overall some 3% were active at least once.
